# NS3 helicase inh – inhibitors of HCV NS3 helicase, primary screen, biochemical, Cy5 molecular beacon fluorescence | Hepatitis C virus NS3 helicase | NS3 helicase DNA unwinding | AID 1800, 2009 | 290,000 compounds, 0.56% hits | inhibition, % at 10.9 µM;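 active = inhibition above the mean of all tested compounds plus 3 SD, set per campaign, cut at about 35% in these data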;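 note: 0% = DMSO wells and 100% = thioflavine S control wells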
#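 Assay system – hepatitis C virus NS3 helicase domain fragment enzyme · Buffer or medium – MOPS pH 6.5, MgCl2, DTT, Tween20, BSA · Reagent – Cy5/quencher beacon DNA duplex and ATP to start · Compound – single 10.9 µM dose · Timing – 1 h at 25 °C · Technique – Cy5 beacon fluorescence read at start and 1 h · Measure – % inhibition of unwinding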
# OXTR ag – human OXTR agonists, primary screen, fluorescence, CHO-OTR cells, Fluo-8 calcium. 320,000 compounds, 0.32% hits. Fluo-8 calcium fluorescence; normalized: DMSO 0%, oxytocin 100%. activation, % at 3 µM;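 active = activation above the mean of all tested compounds plus 3 SD, cutoff set per screening run, cut at about 20% in these data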;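 note: peak over basal fluorescence ratio from a 100 s FLIPR kinetic read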
# V1aR counter – agonists of human V1a receptor, primary screen, counter-screen for OXTR agonist project, fluorescence, CHO-V1R cells; Fluo-8 calcium fluorescence, agonist mode; 0% DMSO, 100% 3 nM vasopressin; activation, % at 3 µM; 320,000 compounds, 0.25% hits;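 active = activation above the mean activation of all tested compounds plus 3 SD, per screening run, cut at about 20% in these data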;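 note: signal is peak over basal fluorescence ratio across a 100 second FLIPR read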
# Target sequence (P37288 whole entry, looked up): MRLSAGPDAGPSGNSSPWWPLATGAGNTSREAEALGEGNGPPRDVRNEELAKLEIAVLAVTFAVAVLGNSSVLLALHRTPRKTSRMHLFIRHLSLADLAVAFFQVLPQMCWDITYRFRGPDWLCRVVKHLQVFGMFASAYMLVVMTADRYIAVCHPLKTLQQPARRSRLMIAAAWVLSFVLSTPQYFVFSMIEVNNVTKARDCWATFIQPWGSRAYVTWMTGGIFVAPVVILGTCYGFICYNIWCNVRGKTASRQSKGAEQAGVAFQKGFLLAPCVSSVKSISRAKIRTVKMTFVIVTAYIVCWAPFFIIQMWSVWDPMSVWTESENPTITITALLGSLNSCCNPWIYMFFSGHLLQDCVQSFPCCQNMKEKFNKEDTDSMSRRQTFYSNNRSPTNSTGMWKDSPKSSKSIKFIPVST
# GPR7 antag – GPR7 receptor antagonists, primary screen, cell-based, fluorescence, single concentration. Neuropeptides B/W receptor type 1 (Homo sapiens), P48145. 290,000 compounds, 1.1% hits. inhibition, % at 4.4 µM. GPR7-expressing cells, fluorescence antagonist assay; in the data active = inhibition above about 16%, passing the limit was not always enough;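 note: cells stimulated with the agonist NPW; 0% = agonist with vehicle and 100% = vehicle without agonist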
# PHOSPHO1 block – PubChem AID 1565 | Phosphoethanolamine/phosphocholine phosphatase (Homo sapiens), Q8TCT1 | recombinant PHOSPHO1, absorbance phosphatase assay | inhibition, % at 13.3 µM | 290,000 compounds, 1.1% hits; in the data active = inhibition above about 60%
# DNA FID counter – compounds displacing fluorescent DNA intercalator, primary screen, artefact control for HCV NS3 helicase inhibitor project, biochemical, FID fluorescence; DNA fluorescent intercalator displacement; inhibition, % at 7.9 µM; 290,000 compounds, 0.17% hits; in the data active = inhibition above about 37%;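 note: 0% = vehicle and 100% = reference compound; higher means more ethidium bromide displaced from hairpin DNA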
# GalR3 antagonist – GalR3 antagonists in HEK293 cells, primary screen, cell-based, fluorescence readout. Galanin receptor type 3 (Homo sapiens), O60755. HEK293 GalR3-CNG cAMP membrane potential fluorescence; galR3 body fused to GalR1 C-terminus. inhibition, % at 3 µM. 360,000 compounds, 0.44% hits. AID 651719, 2012;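 active = inhibition above the screen-wide average plus 3 SD, cut at about 13% in these data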;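 note: forskolin and galanin both at EC90 stimulate the cells; cAMP rise reported by CNG channel membrane potential dye signal; 0% = forskolin plus galanin with DMSO and 100% = forskolin alone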
# Target sequence (O60755 1-299 limits assumed): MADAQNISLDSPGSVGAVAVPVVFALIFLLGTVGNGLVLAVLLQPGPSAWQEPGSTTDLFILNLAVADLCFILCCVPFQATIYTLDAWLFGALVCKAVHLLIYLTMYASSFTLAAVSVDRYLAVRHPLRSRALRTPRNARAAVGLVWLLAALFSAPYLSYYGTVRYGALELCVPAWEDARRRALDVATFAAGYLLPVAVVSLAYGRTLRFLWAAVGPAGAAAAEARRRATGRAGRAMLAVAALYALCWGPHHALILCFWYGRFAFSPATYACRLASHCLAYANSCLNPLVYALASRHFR
# VIM-2 inhibitor – VIM-2 metallo-beta-lactamase inhibitors, primary screen, biochemical, epi-absorbance readout, Pseudomonas aeruginosa enzyme | purified VIM-2, nitrocefin hydrolysis, epi-absorbance fluorescence | inhibition, % at 5.6 µM | 290,000 compounds, 0.89% hits;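 active = inhibition above the mean of all tested compounds plus 3 SD, cutoff set per screening run, cut at about 7.5% in these data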;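 note: red hydrolysis product quenches plate fluorescence so inhibitors raise well fluorescence; 0% = enzyme with DMSO and 100% = DMSO without enzyme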
# IMP-1 inh – IMP-1 metallo-beta-lactamase inhibitors, primary screen, biochemical, epi-absorbance readout, Pseudomonas aeruginosa enzyme; metallo-beta-lactamase IMP-1 (Pseudomonas aeruginosa); purified IMP-1, nitrocefin hydrolysis, epi-absorbance fluorescence; inhibition, % at 5.6 µM; 290,000 compounds, 0.45% hits; AID 1556, 2009;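 active = inhibition above the mean plus 3 SD of all compounds in the same screening run, cut at about 4.5% in these data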;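 note: 0% = IMP-1 with DMSO and 100% = DMSO wells lacking enzyme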
#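 system = purified recombinant IMP-1 beta-lactamase | amount = 0.2 nM IMP-1, as dispensed | medium = HEPES buffer pH 7.1 with ZnSO4 and Brij 35 | times = 25 °C, 15 min preincubation, 25 min reaction | detection = plate fluorescence quenching by hydrolysis product, ex 480/em 530 nm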
# * hit, by the source's call; / = no result given.
1	COCc1ccc(CN2CCC(Oc3ccc(C(=O)NCc4ccccn4)cc3)CC2)o1
2	Cc1csc(CN(C)C(=O)C2CCC(=O)N(Cc3ccc(Cl)cc3)C2)n1 (stereo unspecified)
3	COc1ccc(-c2nc(SCc3ccccc3)n(C(=O)c3ccco3)n2)cc1
4	CC(C)CSc1n[nH]c(N)n1
5	COc1cc2oc(=O)c3c(c2cc1OCC(=O)c1c(C)n(C)c2ccccc12)CCCC3
6	CCOC(=O)Cc1csc(NC(=O)COc2ccc3c(c2)CCC3)n1
7	COc1ccc(NC2CCCN(C(=O)CCN3CCCC3=O)C2)cc1 (stereo unspecified)
8	CCCNC(=O)CN1CCC(c2nc3ccccc3[nH]2)CC1
9	CC1(C)COC2(OC1)C(=O)N(CN1CCOCC1)c1ccccc12
10	OC(COCc1ccc(Cl)cc1)CN1CCCCC1 (stereo unspecified)

Assay by compound,1,2,3,4,5,6,7,8,9,10
NS3 helicase inh,4.9,10.8,0.6,10.2,0.6,-6.0,6.6,1.7,0.0,1.3
OXTR ag,/,-1.3,0.9,0.6,-0.9,-0.5,0.0,0.8,-0.1,0.8
V1aR counter,/,0.1,1.1,0.7,0.2,2.4,0.4,1.2,0.8,-0.3
GPR7 antag,-12.5,1.6,-11.6,-12.2,7.1,1.4,-15.9,0.6,20.5,15.0
PHOSPHO1 block,61.0*,34.4,-11.3,-16.5,-16.4,51.0,13.7,35.5,32.8,32.9
DNA FID counter,-5.5,-29.1,-1.6,0.4,-0.4,-39.6,-5.7,-0.8,-2.8,16.5
GalR3 antagonist,-4.0,0.2,-6.4,-4.7,-2.2,-3.8,0.6,1.4,-4.1,-1.5
VIM-2 inhibitor,-3.5,-1.8,-0.5,-1.6,3.1,-2.3,-2.1,-5.4,-2.1,1.9
IMP-1 inh,-3.6,-3.8,-0.4,-0.9,0.3,-4.1,-1.8,-0.7,-0.9,-0.9

11	Cc1ccn2c(NCc3ccccc3)c(-c3cccs3)nc2c1
12	Cc1ccc(S(=O)(=O)/N=C(/Nc2cccc(C(=O)O)c2)c2ccccc2)cc1
13	COCCNC(=O)c1ccc(CS(=O)(=O)c2ccccc2C)o1
14	CCOc1ccc(C(=O)N2CCN(Cc3ccccc3)CC2)cc1OCC
15	Cc1cc(C(=O)CCC(=O)N2CCN(c3ccccc3F)CC2)c(C)s1
16	O=C(O)c1ccc(-n2cccn2)c([N+](=O)[O-])c1
17	CC1(C)N=C2C(=[N+]1[O-])CCC/C2=N\O
18	Cc1ccc(S(=O)(=O)Nc2cccc3ncccc23)cc1
19	O=C(N/N=C/c1ccccc1F)c1csc2c1CCCC2
20	O=C(CN1CCOCC1)Nc1ccc(Cl)cc1

Assay by compound,11,12,13,14,15,16,17,18,19,20
NS3 helicase inh,-9.8,-8.0,13.2,7.4,-6.5,6.9,12.0,10.8,1.3,8.4
OXTR ag,-2.4,1.5,0.7,/,-2.6,0.4,-0.5,1.4,-2.2,-0.3
V1aR counter,-0.7,0.5,0.9,/,-1.5,1.0,0.2,2.0,-1.4,0.1
GPR7 antag,-0.4,-9.9,-13.6,-6.4,-11.8,-9.5,-0.6,-7.7,0.1,-21.7
PHOSPHO1 block,23.6,-15.1,24.2,34.3,-73.6,-9.5,-5.4,51.2,14.7,39.1
DNA FID counter,-6.5,-26.4,-10.8,-25.9,-35.3,0.4,0.8,-4.3,-4.5,-2.8
GalR3 antagonist,-5.0,-6.3,-11.9,-12.3,-3.0,-3.9,-0.5,-4.4,-6.3,-1.9
VIM-2 inhibitor,0.3,-1.8,-1.8,0.7,-1.2,-2.8,-0.3,-2.9,-4.2,-1.7
IMP-1 inh,-3.7,-2.5,-2.1,-1.2,-0.6,-1.5,0.7,-2.5,-2.9,-2.0

# 3 entries from above, arranged by the value under GPR7 antag, descending:
no.	mol	GPR7 antag
19	O=C(N/N=C/c1ccccc1F)c1csc2c1CCCC2	0.1
18	Cc1ccc(S(=O)(=O)Nc2cccc3ncccc23)cc1	-7.7
13	COCCNC(=O)c1ccc(CS(=O)(=O)c2ccccc2C)o1	-13.6

# By substructure, the compounds so far with four or more nitrogen atoms (two)
4	CC(C)CSc1n[nH]c(N)n1
8	CCCNC(=O)CN1CCC(c2nc3ccccc3[nH]2)CC1

Assay by compound,4,8
NS3 helicase inh,10.2,1.7
OXTR ag,0.6,0.8
V1aR counter,0.7,1.2
GPR7 antag,-12.2,0.6
PHOSPHO1 block,-16.5,35.5
DNA FID counter,0.4,-0.8
GalR3 antagonist,-4.7,1.4
VIM-2 inhibitor,-1.6,-5.4
IMP-1 inh,-0.9,-0.7

# Other results.
21	COCCNC(=O)c1ccccc1NC(=O)c1ccccc1N(C)S(C)(=O)=O
22	Cc1ccc(-n2nc3c([n+]2[O-])CCc2c-3no[n+]2[O-])cc1
23	COc1cc(OC)c(C2SCCCS2)cc1OC
24	Cc1cccc(N2CCN(C(=O)c3cc4c(=O)[nH]c5ccccc5c4n3C)CC2)c1C
25	CC(NCc1cccs1)c1ccccc1 (stereo unspecified)
26	O=C(O)COc1ccc2occ(C(=O)c3ccccc3)c2c1
27	CCCCC(=O)Nc1ccc(C(=O)Nc2cccnc2)cc1
28	O=C(NCc1ccncc1)C(=O)NCC1OCCN1S(=O)(=O)c1ccc(Cl)cc1 (stereo unspecified)
29	Cc1ccc(/C=C/C(=O)NCc2cccs2)c(C)c1
30	COc1ccc(C2=NO[C@H]3C[C@](C(=O)NC(C)C)(S(=O)(=O)c4ccccc4)C[C@@H]23)cc1

Assay by compound,21,22,23,24,25,26,27,28,29,30
NS3 helicase inh,7.4,5.2,-2.1,-1.3,-1.6,-4.8,18.2,-1.4,-1.1,1.7
OXTR ag,1.4,-0.6,-1.9,-0.6,-0.8,-0.9,0.9,-1.1,-2.9,0.9
V1aR counter,0.6,-0.6,10.4,-0.8,-0.2,0.3,-0.1,1.0,-1.2,0.3
GPR7 antag,-6.0,-8.6,-5.1,-11.3,-4.0,-8.2,1.4,-2.2,-9.8,-3.3
PHOSPHO1 block,-8.1,-2.9,-7.4,/,24.5,58.0,0.3,-105.6,28.2,4.0
DNA FID counter,-5.3,3.7,-3.9,-5.3,0.7,-11.5,-11.5,-6.0,-5.6,-14.4
GalR3 antagonist,5.6,1.0,-4.1,0.5,-5.0,/,-3.3,3.0,1.6,/
VIM-2 inhibitor,-1.1,-2.3,-4.0,-4.6,-1.6,-3.0,-1.0,1.6,0.6,-1.2
IMP-1 inh,-3.2,-2.1,-1.6,-3.3,-3.3,-3.9,-4.6,-0.9,-0.9,-2.4

# Assay outcomes: PubChem, several laboratories
